FUS yeast rescue: qHTS for Suppressors of FUS Proteinopathy: Primary screen using FUS-linked yeast assay. S. cerevisiae FUS-expressing, growth rescue, OD600, 24 h. Potency, µM (series often up to 76.6 µM), for the others: at the top dose growth rescue (activation), most hits filed as activators. 390,000 tested, 0.24% active. AID 1347120, 2019;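 also: potency is read from the fitted curve at half-maximal effect; plate controls were DMSO vehicle for no effect and reference control for full effect; nearly all actives have a fitted effect of over 55% in size; some results filed as inactive show a strong effect at the top dose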
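Toxicity suppression screen in FUS-yeast. Cells induced with 2% galactose, starting OD 0.005, treated 24hr at 30C with compounds at multiple final concentrations; growth by OD600.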
GLP1R cytotox: qHTS of GLP-1 Receptor Inverse Agonists: Cytotox Screen. HEK293 cAMP-luciferase reporter cells, luminescence, 24 h. Potency, µM (doses to about 38.3 µM), for the others: top-dose activity change, negative = inhibition, actives largely listed as inhibitors. 410,000 tested, 0.13% active;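 also: loss of luciferase light is scored as toxicity; potency is read from the fitted curve at half-maximal effect; % is scaled to controls: 0 for no effect and ±100 for the full control effect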
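Luminescence readout: signal drop marks cytotoxicity. Plated cells grew 12 h at 37 °C, 5% CO2, received 23 nL compound for 24 h, then got luciferase reagent, read after 12 min at RT.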
Mm-Cpn inhibitor: Inhibitors of TCP-1 ring complex (TRiC) of Methanococcus maripaludis (MmCpn): qHTS | Chaperonin Mm-Cpn (Methanococcus maripaludis) | purified Mm-Cpn ATPase, ADP Transcreener TR-FRET | 330,000 tested, 0.031% active | Potency, µM (series often up to 76.9 µM), inactives show top-dose activity, negative = inhibition, hits mostly inhibitors; also: potency is read from the fitted curve at half-maximal effect; % is scaled to controls: 0 for no effect and ±100 for the full control effect; nearly all actives have a fitted effect of over 80% in size
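Quantitative HTS used 25 nM Mm-CPN and 10 uM ATP in magnesium/KCl Tris buffer, pH 7.4, with 1 mM DTT. Hydrolysis ran 30 min at 37°C; ADP was read by HTRF.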
Abeta rescue: qHTS for compounds that reverse cellular toxicity of Amyloid beta (A-beta) peptide in yeast: Primary Screen; yeast expressing A-beta42, growth rescue, OD600, 48 h; response scale: 0% DMSO, 100% iron-clioquinol control; Potency, µM (doses to about 46.1 µM), for the others: at the top dose growth rescue, actives largely listed as activators; 410,000 tested, 0.063% active; also: potency is read from the fitted curve at half-maximal effect; nearly all actives have a fitted effect of over 55% in size
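Growth rescue measured by 600 nm absorbance after 48 h yeast culture at 30 C with compound. Values normalized between DMSO and an equimolar ferric chloride plus clioquinol control.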
aSyn yeast inh: qHTS of alpha-syn Inhibitors | 370,000 tested, 0.14% active | Potency, µM (titrated, usually from 46.1 µM), without a hit: at the highest dose growth rescue (activation), usual class: activators | Yeast expressing alpha-synuclein, growth rescue, BacTiter-Glo, 24 h; also: potency is read from the fitted curve at half-maximal effect; % of control where 0% means no effect; nearly all actives have a fitted effect of over 65% in size
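Readout is rescue of growth in alpha-synuclein-expressing yeast, so inhibitors of toxicity appear as activators. Growth after 24 hr at 30 deg C in galactose medium is quantified by luminescence.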
pAkt inh: HTS Assay for Inhibitors of Akt Phophorylation: Primary Screen. activity change, % for hits at 50 µM. 360,000 tested, 0.32% active. Neuro2A IGF-stimulated pAkt S473 HTRF, 20 min; stronger effect = lower value. AID 651550, 2012; in the data active = activity change below about -80%; inconclusive = mostly about -51% to -80%; also: % is scaled to controls: 0 for no effect and ±100 for the full control effect
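Single-point screen (50 µM final compound) in Neuro2A cells stimulated 20 min with 6 nM IGF at 37 deg C. After lysis, Ser473-phosphorylated Akt read by HTRF (ex 330 nm, em 615/665 nm) as the 665/615 ratio.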
TDP-43 yeast inh: qHTS of TDP-43 Inhibitors; TDP-43 expressing yeast growth rescue, BacTiter-Glo, 24 h; Potency, µM (highest dose often 46.1 µM), inactives show at the highest dose growth rescue (activation), actives largely listed as activators; 410,000 tested, 1.8% active; AID 652104, 2013; also: potency is read from the fitted curve at half-maximal effect; % of control where 0% means no effect; nearly all actives have a fitted effect of over 50% in size
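Yeast cells expressing TDP-43 under galactose induction are exposed to compounds for 24 hr at 30 deg C. BacTiter-Glo luminescence measures growth, so protective compounds score as activators.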
GLP-1R inv ag: qHTS of GLP-1 Receptor Inverse Agonists (Inhibition Mode); Potency, µM (doses to about 38.3 µM), for inactives: top-dose activity change, negative = inhibition, most hits filed as inhibitors; 410,000 tested, 1.6% active; HEK293 GLP-1R CRE-luciferase, luminescence, 24 h; GLP-1R form is constitutively active; Glucagon-like peptide 1 receptor (Homo sapiens), P43220; also: potency is read from the fitted curve at half-maximal effect; % is scaled to controls: 0 for no effect and ±100 for the full control effect; nearly all actives have a fitted effect of over 55% in size
Target sequence (P43220 whole entry, looked up): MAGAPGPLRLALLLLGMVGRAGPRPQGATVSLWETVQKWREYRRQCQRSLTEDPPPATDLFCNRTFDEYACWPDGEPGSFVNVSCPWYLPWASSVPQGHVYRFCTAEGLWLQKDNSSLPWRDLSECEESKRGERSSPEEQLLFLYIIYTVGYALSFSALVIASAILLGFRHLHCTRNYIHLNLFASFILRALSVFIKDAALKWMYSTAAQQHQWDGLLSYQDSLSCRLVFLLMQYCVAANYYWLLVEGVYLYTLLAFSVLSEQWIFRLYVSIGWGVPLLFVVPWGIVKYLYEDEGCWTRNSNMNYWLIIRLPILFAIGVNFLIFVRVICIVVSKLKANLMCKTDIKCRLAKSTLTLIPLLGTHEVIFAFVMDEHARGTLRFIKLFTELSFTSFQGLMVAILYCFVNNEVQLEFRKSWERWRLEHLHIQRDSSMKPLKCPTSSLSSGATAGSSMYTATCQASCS
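Inverse agonists were sought by their lowering of basal cAMP reporter luciferase output in HEK293 cells stably carrying constitutively active human GLP-1R, after 24 h compound treatment.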
PTHR1 ag: qHTS for PTHR1 Agonists: Primary Screen; Parathyroid hormone/parathyroid hormone-related peptide receptor (Homo sapiens), Q03431; HEK293 GP2 PTHR1 cells, GloSensor cAMP luminescence, 1 h; Potency, µM (top dose mostly 115 µM), inactives show top-dose activation, usual class: activators; 410,000 tested, 0.075% active; AID 743266, 2014; also: potency is read from the fitted curve at half-maximal effect; nearly all actives have a fitted effect of over 55% in size; some results filed as inactive show a strong effect at the top dose; inactives centre near -15; many of its hits are not listed in these tables
Target sequence (Q03431 whole entry, looked up): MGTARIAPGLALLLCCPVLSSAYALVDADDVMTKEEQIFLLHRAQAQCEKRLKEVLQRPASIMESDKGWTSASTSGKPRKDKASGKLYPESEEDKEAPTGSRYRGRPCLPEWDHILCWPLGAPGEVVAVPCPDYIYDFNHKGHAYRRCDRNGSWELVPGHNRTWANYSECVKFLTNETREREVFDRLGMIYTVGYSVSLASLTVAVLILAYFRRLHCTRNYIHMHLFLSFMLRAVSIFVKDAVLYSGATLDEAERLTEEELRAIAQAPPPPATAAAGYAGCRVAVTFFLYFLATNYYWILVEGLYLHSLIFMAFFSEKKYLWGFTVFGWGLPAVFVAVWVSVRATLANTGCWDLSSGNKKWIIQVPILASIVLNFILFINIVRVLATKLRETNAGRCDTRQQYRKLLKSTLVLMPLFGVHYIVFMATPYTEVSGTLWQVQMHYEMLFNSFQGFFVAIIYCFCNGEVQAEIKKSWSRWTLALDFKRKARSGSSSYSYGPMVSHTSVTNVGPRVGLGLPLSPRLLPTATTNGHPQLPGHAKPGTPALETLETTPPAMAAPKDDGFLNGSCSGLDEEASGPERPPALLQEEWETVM
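HEK-293-derived GP2 cells expressing PTHR1 and a GloSensor cAMP reporter, 3,000/well, plated overnight, given luciferin plus IBMX (each 0.5 mM as added) for 1 h at 37 °C, then compound for 1 h at 37 °C. Luminescence was read after 15 min at room temperature.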
Numbers without * were called inactive; i = inactive; ? = inconclusive; nt = not tested or not shown; & = joins results of further samples; [ ] = another dose, or the depositor's remark. Unless noted, calls follow the shape of the dose curve; as a rule, active = well fitted curve in the direction sought with a large enough effect; inconclusive = small, poorly fitted or top-dose-only effect, or another doubt; inactive = no such curve, though single readings can be large; an effect the other way counts as inactive or inconclusive. These rows are one share of the data; rates above refer to the full screens.

Values run as follows: FUS yeast rescue, GLP1R cytotox, Mm-Cpn inhibitor, Abeta rescue, aSyn yeast inh, pAkt inh, TDP-43 yeast inh, GLP-1R inv ag, PTHR1 ag
1	Cc1ccc(-c2cn3nc(C)c(C)nc3n2)cc1
→ 9%, nt, -2%, -6%, 0%, i, -8%, 1.4µM*, -39%
2	CCOc1cc(/C=N/NC(=O)c2ccncc2)ccc1OC(=O)c1ccco1
→ 19%, -3%, -3%, 0%, -2%, i, -12%, 6%, -30%[inhibitor]
3	CC1CCCC(NC(=O)CCCn2c(=S)[nH]c3ccccc3c2=O)C1C (configuration not stated)
→ 19%, 8%, 2%, -16%, -2%, i, 10%, -9%, i
4	COc1cc2cnc(Cl)nc2cc1OC
→ -23%, 5%, -2%, -4%, 1%, i, 6%, 39%[activator], -10%
5	CCOC(=O)c1c(NC(=O)C(C)NCc2ccco2)sc2c1CCC(C)C2 (configuration not stated)
→ ?, ?, 1%, -40%[inhibitor], 1%, i, ?, 4µM*, i
6	c1ccc(-c2cc(NCCN3CCCCC3)c3ccccc3n2)cc1
→ 10%, ?, 0%, -6%, 9%, i, 4%, ?, i
7	CCN1CCCC1CNC(=O)c1ccc(CS(=O)(=O)c2ccccc2C)o1 (configuration not stated)
→ -1%, -18%, 2%, -13%, -2%, i, -15%, -25%, i
8	Cc1cc(NC(=O)CN2CCN(C)CC2)no1
→ -5%, -5%, -2%, -18%, 11%, i, 2%, -1%, -7%
9	C/C(=N\NC(=O)c1ccccc1)c1cc2cc([N+](=O)[O-])ccc2oc1=O
→ nt, ?, 0%, -9%, 7%, i, 4%, -26%, i
10	O=C(Nc1cc(Cl)ccc1Cl)c1noc2c1CCCC2
→ -27%, -22%, 0%, -15%, -7%, i, 11%, 6%, i

New compounds follow:
Values run as follows: FUS yeast rescue, GLP1R cytotox, Mm-Cpn inhibitor, Abeta rescue, aSyn yeast inh, pAkt inh, TDP-43 yeast inh, GLP-1R inv ag, PTHR1 ag
11	Cc1nc(N2CCC(C)CC2)c2c(C)c(C(=O)Nc3ccccc3C(F)(F)F)sc2n1
→ nt, 6%, -2%, -20%, -3%, i, ?, 0%, -12%
12	Cc1ccc(-c2noc(CNS(=O)(=O)c3ccc(F)cc3)n2)cc1
→ 0%, 3%, nt, -3%, nt, nt, 3%, -17%, -79%[inhibitor]
13	CN(Cc1ccccc1)C(=O)CN1C(=O)c2ccccc2S1(=O)=O
→ -14%, 5%, 1%, -3%, 3%, i, -6%, 1%, -89%[inhibitor]
14	CC(=O)NS(=O)(=O)c1ccc(NC(=O)CC23CC4CC(CC(Br)(C4)C2)C3)cc1
→ -3%, -7%, -3%, -11%, -1%, i, -9%, 11%, i
15	Nc1[nH]n(-c2ccccc2)c(=O)c1N=Nc1ccc2c(c1)OCO2
→ -2%, -15%, 0%, -6%, -4%, i, -6%, ?, -77%[inhibitor]
16	COCc1c(C(=O)NCc2ccccc2CN2CCCC2)oc2ccccc12
→ 17%, 3%, 1%, -13%, -1%[1.84 µM], i, -21%, 10µM*, -11%
17	CCC(=O)Nc1ccc(C(=O)NNC(=O)c2ccc(C)cc2)cc1
→ -15%, 4%, 0%, 10%, 9%, i, -8%, 4%, i
18	O=C(COn1nnc2ccccc21)NCC1CCCCC1
→ -4%, 2%, -2%, 22%, 6%, i, 18%, 7%, i
19	Cc1c(Cl)cccc1Nc1nc(N)nc(CSC(=S)N2CCOCC2)n1
→ 9%, 8%, 3%, 13%, 8%, i, 0%, 1%, -20%
20	CC(C)(C)C(=O)NC(n1cnc2c(N3CCOCC3)ncnc21)C(Cl)(Cl)Cl (configuration not stated)
→ 5%, -1%, 1%, -12%, -3%, i, 4%, -5%, -30%

Next section:
Values run as follows: FUS yeast rescue, GLP1R cytotox, Mm-Cpn inhibitor, Abeta rescue, aSyn yeast inh, pAkt inh, TDP-43 yeast inh, GLP-1R inv ag, PTHR1 ag
21	Cc1ccc(S(=O)(=O)N2CCN(c3ncnc4ccccc34)CC2)cc1
→ 0%, -3%, -5%, -33%, -2%&-2%, i, -22%, ?, -89%[inhibitor]
22	COc1ccc(CCNS(=O)(=O)c2ccc(-n3cnnn3)cc2)cc1OC
→ 7%, 3%, -1%, 3%, -1%, i, -15%, 11%, 0%
23	NS(=O)(=O)c1ccc2c(c1)C1C=CCC1C(C1CC=CCC1)N2 (configuration not stated)
→ ?, -3%, -1%, 11%, 1%, i, -3%, 6%, i
24	NC(=O)Nc1ccc(C(=O)OCC(=O)c2c[nH]c3ccccc23)cc1
→ 45%, -10%, 0%, -3%, -2%, i, -13%, 31%[activator], -9%
25	Nc1cc(=O)n(Cc2ccccc2)c(=O)n1-c1ccc(Cl)cc1
→ 14%, -8%, -1%, -5%, 1%, i, 14%, 64%[activator], i
26	Cc1ccc2c(c1)N(CC(=O)N1CCCCC1c1cccnc1)C(=O)CO2 (configuration not stated)
→ 17%, -6%, -2%, -32%, 9%, i, -27%, -1%, i
27	Cc1oc2c(cc(NS(=O)(=O)c3ccc(Cl)cc3)c3ccccc32)c1C(=O)OCc1ccccc1
→ -11%, 7%, nt, -1%, nt, nt, 17%, 3%, -24%
28	Cc1ccc(S(=O)(=O)N2CCOCC2)cc1C(=O)OCC(=O)N1CCCC1=O
→ 5%, 0%, 0%, -5%, 3%, i, -21%, 6%, -14%
29	O=C(Nc1ccc(S(=O)(=O)Nc2nccs2)cc1)c1cc(-c2ccncc2)nc2ccccc12
→ 31%, -7%, 2%, 5%, 1%, i, -13%, 4%, -5%
30	Cc1c(C(=O)NCc2cccc(C(F)(F)F)c2)sc(=O)n1Cc1ccc(S(=O)(=O)N(C)C)cc1
→ ?, 6%, nt, 0%, -1%, i, 18%, ?, -76%[inhibitor]

GLP-1R inv ag: entries above that show a hit
| no. | canonical_smiles | Mm-Cpn inhibitor | pAkt inh | TDP-43 yeast inh | GLP-1R inv ag | PTHR1 ag |
| --- | --- | --- | --- | --- | --- | --- |
| 1 | Cc1ccc(-c2cn3nc(C)c(C)nc3n2)cc1 | -2% | i | -8% | 1.4µM* | -39% |
| 5 | CCOC(=O)c1c(NC(=O)C(C)NCc2ccco2)sc2c1CCC(C)C2 (configuration not stated) | 1% | i | ? | 4µM* | i |
| 16 | COCc1c(C(=O)NCc2ccccc2CN2CCCC2)oc2ccccc12 | 1% | i | -21% | 10µM* | -11% |

Later entries:
entry	SMILES	FUS yeast rescue	GLP1R cytotox	Mm-Cpn inhibitor	Abeta rescue	aSyn yeast inh	pAkt inh	TDP-43 yeast inh	GLP-1R inv ag	PTHR1 ag
31	COc1ccc(NC(=S)N2CCc3cc(OC)c(OC)cc3C2)cc1	?	-7%	0%	-2%	-5%	i	-10%	-6%	-68%
32	Cc1ccc(CNC(=O)CCCCCn2c(=O)c3sccc3n(CC(=O)C(C)(C)C)c2=O)cc1	12%	-15%	nt	-12%	nt	nt	21%	-29%	-13%
33	COc1cccc(C(=O)c2sc(Nc3ccc(F)c(Cl)c3)nc2N)c1	18%	14%	nt	-3%	nt	nt	-2%	-9%	-5%
34	COc1ccc(-c2nc(SCC(=O)c3ccc(Br)cc3)n[nH]2)cc1	5%	-3%	nt	-14%	nt	nt	-7%	-20%	-16%
35	Cc1ccc(Cl)cc1-c1cc(C(=O)N2CCc3ccccc3C2)[nH]n1	?	-6%	nt	?	28%	i	?	-37%	i
36	O=C1c2ccccc2S(=O)(=O)N1Cc1nc2ccccc2s1	8%	-7%	-4%	7%	8%	i	22%	4µM*	-6%[57.5 µM]
37	Cc1nnc(N2CCC(C(=O)N3CCCCC3)CC2)c2nn(-c3ccc(Cl)cc3)c(C)c12	10%&-20%	-1%&-1%	-1%	2%&-4%	4%	i	4%&12%	-17%&9%	-16%&-25%
38	Cc1c(C(=O)N2CCc3ccccc32)oc2ccccc12	nt	-9%	-5%	-26%	-23%	i	?	?	-37%[inhibitor]
39	CCCn1c(SCC(=O)c2cc(C)n(-c3ccc4c(c3)OCO4)c2C)n[nH]c1=O	nt	48%[activator]	-2%	0%	-12%	i	-29%	-30%	-92%[inhibitor]
40	Cc1cc2oc(C(=O)NCc3ccccc3)cc(=O)c2cc1C	-5%	-5%	0%	0%	-2%	i	-23%	-16%	-43%[inhibitor]
41	CN(C)c1cccc(C(=O)NN2C(=O)NC3(CCCCC3)C2=O)c1	nt	-10%	0%	-3%	-1%	i	13%	4%	-1%
42	Cn1c(N/N=C/c2cccs2)nc2c1c(=O)n(Cc1ccccc1)c(=O)n2C	nt	9%	0%	-1%	0%	i	20%	-16%	-40%
43	CC(C)(C)c1ccc(C(O)c2ncc(-c3ccc4ccccc4c3)[nH]2)cc1 (configuration not stated)	?	-2%	nt	?	?	i	0%	?	-30%[inhibitor]
44	NC(=O)COC(=O)c1ccc2c(c1)S(=O)(=O)N=C1CCCCCN12	nt	9%	1%	-8%	-2%	i	3%	0%	i
45	CCCCNC(=O)C1C(c2ccc(C(F)(F)F)cc2)=Nc2ccccc2N1C(=O)C1CCN(C(C)=O)CC1 (configuration not stated)	31%	1%	nt	4%	?	i	20%	-9%	-9%
